# High-throughput results deposited in PubChem BioAssay by several laboratories.
# CHT PAM: CHT positive allosteric modulators, primary screen, cell-based, membrane potential dye, choline EC20; CHT-expressing cells; active compounds read high; LV-AA mutant CHT in HEK293 cells; B-score at 10 µM; 0.49% of 310,000 active; AID 488977, 2010;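 active means initial fluorescence not abnormally high and integrated response B-score, plate-corrected, over 3 SD above library mean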
# Target sequence (Q9GZV3 whole entry, looked up): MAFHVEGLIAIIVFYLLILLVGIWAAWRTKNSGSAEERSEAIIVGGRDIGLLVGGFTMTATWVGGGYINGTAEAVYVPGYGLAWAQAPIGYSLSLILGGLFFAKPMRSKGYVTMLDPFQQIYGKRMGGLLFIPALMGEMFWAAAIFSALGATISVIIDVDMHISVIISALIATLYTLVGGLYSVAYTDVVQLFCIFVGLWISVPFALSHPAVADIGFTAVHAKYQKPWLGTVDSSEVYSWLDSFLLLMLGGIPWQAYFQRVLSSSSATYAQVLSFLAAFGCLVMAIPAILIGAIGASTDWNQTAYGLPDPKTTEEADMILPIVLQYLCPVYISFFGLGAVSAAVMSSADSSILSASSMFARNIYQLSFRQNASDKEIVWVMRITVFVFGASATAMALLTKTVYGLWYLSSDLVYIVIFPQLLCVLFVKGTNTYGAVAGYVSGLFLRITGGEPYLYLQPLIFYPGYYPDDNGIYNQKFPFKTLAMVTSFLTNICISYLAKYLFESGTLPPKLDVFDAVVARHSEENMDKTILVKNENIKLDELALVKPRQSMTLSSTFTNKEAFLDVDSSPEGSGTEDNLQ
# OX1R antagonist: OX1R (HCRTR1) antagonists, primary screen, fluorescence, CHO/OX1R cells, Fluo-8 calcium, orexin A; Fluo-8 calcium fluorescence; inhibition, % at 5 µM; 0.43% of 330,000 active; AID 434989, 2010;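 active means inhibition above its plate's threshold, mean inhibition of all tested compounds on the plate plus 3 SD, cut at about 37% in these data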;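 further: 0% = orexin A challenge wells and 100% = SB-334867-A antagonist wells; not every result past the cut was called active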
# Target sequence (O43613 whole entry, looked up): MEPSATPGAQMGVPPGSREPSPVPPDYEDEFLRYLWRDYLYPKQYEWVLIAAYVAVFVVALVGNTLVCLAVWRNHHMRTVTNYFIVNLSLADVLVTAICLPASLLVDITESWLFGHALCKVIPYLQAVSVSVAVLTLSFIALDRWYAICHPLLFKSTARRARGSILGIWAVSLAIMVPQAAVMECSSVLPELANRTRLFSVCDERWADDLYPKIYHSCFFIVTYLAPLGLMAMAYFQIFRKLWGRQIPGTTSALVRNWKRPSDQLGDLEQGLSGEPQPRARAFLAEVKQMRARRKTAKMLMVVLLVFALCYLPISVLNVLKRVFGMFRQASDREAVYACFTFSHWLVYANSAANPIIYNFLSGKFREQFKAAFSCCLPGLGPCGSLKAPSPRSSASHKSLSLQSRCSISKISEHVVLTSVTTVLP
# * marks the source's active call; other numbers are inactive results; i = inactive; · = not tested or not shown.
SMILES,CHT PAM,OX1R antagonist
C=CCn1c(CNC(=O)c2ccccc2C)nnc1SCC(=O)NC1CCCC1,i,-21
Cc1c(C(=O)NC2CCCCC2)oc2ccccc12,i,-20
O=c1[nH]c2ccccc2c(=O)n1Cc1ccccc1,i,2
Fc1ccc(N2CCN(c3nnnn3-c3ccccc3)CC2)cc1,i,-24
C(=N\n1cnnc1)/c1ccc(N2CCOCC2)cc1,i,-6
Cc1cccn2c(=O)c3cc(C(=O)NCCN4CCOCC4)n(C)c3nc12,i,-14
COC(=O)c1[nH]c2ccc(Cl)cc2c1NC(=O)CN1CCC(C(N)=O)CC1,i,-6
CC1=NN(C(C#N)c2ccccc2C)C(C)(C)C1 (stereo not given),i,-1
O=C(COc1ccc(Br)cc1CO)Nc1ccccc1F,i,-12
O=C(COC(=O)/C=C/c1nc2ccccc2s1)Nc1cccc2ccccc12,i,-13
O=S1(=O)N=C(Oc2ccccc2)c2ccccc21,i,-4
CC(C)n1cc(C(=O)N2CCCC(N3CCN(c4ccc(F)cc4)CC3)C2)cn1 (stereo not given),i,-2
CCOC(=O)C1CCN(C(=O)COC(=O)CNC(=O)c2ccc(OC)cc2)CC1,i,0
Cc1ccc(OCc2nnc(NC(=O)c3ccco3)s2)c(C)c1,i,0
COc1ccc(CC(=O)NNC(=O)CCc2ccccc2)cc1OC,i,-19
CC1CCCCC1NC(=O)CSc1nnc(COc2ccccc2Cl)o1 (stereo not given),i,-3
CC(=O)c1ccc(OCC(C)Oc2ccc(C#N)cc2)cc1 (stereo not given),i,-3
Cc1ccc(C)c(S(=O)(=O)N2CCN(C(=O)Cn3cnc4c3c(=O)n(C)c(=O)n4C)CC2)c1,i,-20
O=C(Nc1ccccc1Br)c1ccccc1-c1ccccc1,i,-32
c1cc(-c2sc(-c3ccncc3)c(-c3ccncc3)c2-c2ccncc2)ccn1,i,-21
c1ccc(-c2nnc(-c3ccccn3)s2)nc1,i,9
CCOc1ccc(N2CC(O)Cn3c2nc2c3c(=O)n(CCCc3ccccc3)c(=O)n2C)cc1 (stereo not given),i,-37
[O-]/[N+](=C\c1ccco1)c1ccc(Cl)cc1,i,-9
CC(=O)N1c2ccc(S(=O)(=O)N3CCC(C(=O)N4CCC(C)CC4)CC3)cc2CC1C (stereo not given),i,-45

# 6 compounds picked at random from the list so far, as already listed:
SMILES,CHT PAM,OX1R antagonist
CC1CCCCC1NC(=O)CSc1nnc(COc2ccccc2Cl)o1 (stereo not given),i,-3
O=S1(=O)N=C(Oc2ccccc2)c2ccccc21,i,-4
CC1=NN(C(C#N)c2ccccc2C)C(C)(C)C1 (stereo not given),i,-1
CCOc1ccc(N2CC(O)Cn3c2nc2c3c(=O)n(CCCc3ccccc3)c(=O)n2C)cc1 (stereo not given),i,-37
Fc1ccc(N2CCN(c3nnnn3-c3ccccc3)CC2)cc1,i,-24
COc1ccc(CC(=O)NNC(=O)CCc2ccccc2)cc1OC,i,-19

# (cont.)
SMILES,CHT PAM,OX1R antagonist
O=C(Cn1nnc(-c2ccccc2)n1)NC1CCS(=O)(=O)C1 (stereo not given),i,1
Cc1cc(C)nc(/N=C(\N)Nc2cccc(OCc3ccccc3)c2)n1,i,73*
C=CCNC(=O)C1CCN(C(=O)c2ccc(-c3ccccc3)cc2)CC1,i,-18
Cc1ccc(Sc2ncccc2COC(=O)Nc2c(C)cccc2C)cc1,i,-12
COc1ccc(-c2nc(C#N)c(NCc3ccccc3Cl)o2)cc1OC,i,-41
COc1ccc(NC(=O)c2ccc(NC3CC(=O)N(c4ccc(C)cc4C)C3=O)cc2)cc1 (stereo not given),i,-3
CC12CCC(C/C1=N/NC(=O)COc1ccccc1Cl)C2(C)C (stereo not given),i,-28
O=C(CN(Cc1ccccc1Cl)C(=O)CCC(=O)Nc1nccs1)NCC1CCCO1 (stereo not given),i,-28
Cc1ccc2oc(C(=O)N3CCCCCC3)c(C)c2c1,i,-29
Cc1cc(NCc2cccnc2)no1,i,7
CCOC(=O)c1sc(NC(=O)c2c(OC)cccc2OC)nc1C,i,-17
N#Cc1ccc(CSc2nnc(-c3ccccc3)n2Cc2ccco2)cc1,i,-18

# Compound profiles, as listed above. Order of values: CHT PAM, OX1R antagonist
# C=CCn1c(CNC(=O)c2ccccc2C)nnc1SCC(=O)NC1CCCC1 is listed as i, -21
# CCOc1ccc(N2CC(O)Cn3c2nc2c3c(=O)n(CCCc3ccccc3)c(=O)n2C)cc1 (stereo not given) is listed as i, -37
# CCOC(=O)C1CCN(C(=O)COC(=O)CNC(=O)c2ccc(OC)cc2)CC1 is listed as i, 0
# O=C(COc1ccc(Br)cc1CO)Nc1ccccc1F is listed as i, -12
# CC1CCCCC1NC(=O)CSc1nnc(COc2ccccc2Cl)o1 (stereo not given) is listed as i, -3

# New compounds follow.
SMILES,CHT PAM,OX1R antagonist
Cc1cccc(OCc2nnc(SCC(=O)Nc3ncc(C)s3)o2)c1,i,-7
O=C(c1n[nH]c(=O)c2ccccc12)N1CCN(c2ccc(F)cc2)CC1,i,-20
Fc1ccc2cnc(CCO[C@H]3CCCCO3)cc2c1,·,-116
CCOc1ccc(C(=O)CCC(=O)Nc2cc(C)ccn2)cc1,i,-19
CCC(C(=O)NC(C)CCc1ccccc1)n1nc(C)n2c(cc3occc32)c1=O (stereo not given),i,-48
Cc1ccc(N(CC(=O)NC(C)(C)C)C(=O)CS(=O)CC(=O)Nc2ccc3c(c2)OCO3)cc1 (stereo not given),i,-3
Cc1ccc(C(=O)N/N=C/c2c(O)ccc3ccccc23)cn1,i,-8
c1ccc(C[C@H]2CN=C(Nc3ccccc3)N2CC2CCCCCC2)cc1,·,1
COc1ccccc1OCCCCn1c(C(C)O)nc2ccccc21 (stereo not given),i,-25
CC(C)NC(=O)c1onc(CSc2ccc(F)cc2)c1C(=O)NC(C)C,i,-24
CC(=O)c1c(C)n(C)c2ccc(OC(=O)c3ccco3)cc12,i,-17
Cc1nc(-c2ccc(C(=O)Nc3ccccc3F)cc2)cs1,i,-13
CCCCc1nc2ccc(S(=O)(=O)O)cc2[nH]1,i,-15
O=C(OCc1cccnc1)C1=Cc2ccccc2OC1,i,-11
COc1ccc(NC(=O)C2CCC(=O)N2C(=O)OCc2ccccc2)cc1 (stereo not given),i,-7
Cc1ccc(-n2ncc3c(=O)[nH]cnc32)c(C)c1,i,-15
Cc1ccc2nc(/C(C#N)=N/O)[nH]c2c1,i,-11
CCOC(=O)c1nn(-c2cccc(Cl)c2)c2nc(Nc3ccccc3)cc(=O)n12,i,-5
CCCN(CC(=O)Nc1ccc(F)c(F)c1F)C(=O)Cn1c(=O)cnc2ccccc21,i,-25
COc1cccc(-n2c(C)nnc2SCC(=O)Nc2ccccc2N2CCOCC2)c1,i,-31
CC1(C)C2CC=C(/C=N/NC(=S)NCCc3ccccc3)C1C2 (stereo not given),i,-29
CCN(CC)CCNC(=O)C(=O)NCC1OCCN1S(=O)(=O)c1ccc([N+](=O)[O-])cc1 (stereo not given),i,-6
O=C(N/N=C/c1ccc(OC(F)F)cc1OC(F)F)c1cccc(S(=O)(=O)N2CCOCC2)c1,i,2
Cc1ccc(CN2CC(C(=O)N3CCN(S(=O)(=O)c4ccc(C(C)C)cc4)CC3)CC2=O)cc1 (stereo not given),i,-38
CC(C)(C)NC(=O)Cn1c(=O)c(=O)n(Cc2ccccc2)c2ccc(Cl)cc21,i,-20
O=C(O)Cc1ccc(Oc2ncc(C(F)(F)F)cc2Cl)cc1,i,-2
CC(=O)n1cc([C@@H]2C=C(C(=O)N3CCN(C)CC3)O[C@H](OCc3ccc(CO)cc3)C2)c2ccccc21,i,-26
CC1(C)CC(NC(=O)c2ccc(Br)o2)CC(C)(C)N1,i,-15
CS(=O)(=O)Nc1ccc(C(=O)NC2CCCCC2)cc1,i,-3
CC1(C)CC(=O)C2=C(C1)N=c1s/c(=C/c3ccc(F)c(F)c3)c(=O)n1C2c1ccc(F)cc1 (stereo not given),i,-31
COc1ccc(NC(=O)Nc2ccc(OCC(=O)N3CCOCC3)cc2)cc1OC,i,-28
Cc1nc(-c2cccc(Br)c2)ccc1C(=O)O,i,-3
C=CCn1c(=S)[nH]c2cc(C(=O)Nc3ccc(F)cc3)ccc2c1=O,i,-6
Cc1onc(-c2c(Cl)cccc2Cl)c1C(=O)Nc1ccc2c(c1)OCO2,i,-13
Cc1nc(N2CCOCC2)nc2c1CCCC2,i,-10
COc1ccc(/C=C(\NC(=O)c2ccc(OC)cc2)C(=O)NC(CCSC)C(=O)O)cc1 (stereo not given),i,-18
CC(C)(O)C#Cc1ccccc1C(=O)NC(CC(N)=O)C(=O)O (stereo not given),i,-6
O=C(Cn1nnc(-c2ccccc2)n1)NNC(=O)c1ccco1,i,-10
O=C1O/C(=C/C(=O)N2CCOCC2)c2ccccc21,i,5
Cc1c(Br)cc(C(=O)N2CCCCCC2)c(C)c1C,i,-17
CC(C)Cn1c(N)c(C(=O)COC(=O)c2c(O)c(Cl)cc(Cl)c2Cl)c(=O)n(C)c1=O,·,-18
COc1ccccc1OCC(=O)Nc1cc2c(cc1C(=O)O)OCCCO2,i,3
CC(C)N(CC#CC(O)(c1ccccc1)c1ccccc1)C(C)C,i,-25
COc1cccc(-c2cc(C(=O)NCCc3ccccc3)no2)c1,i,-1
Nc1nonc1-c1nc2ccccc2n1Cc1ccc(F)cc1Cl,i,-25
CNNC(=O)C(=O)NNS(=O)(=O)c1ccccc1,i,-1
CCC1(CC)Cc2ccccc2-c2nc(NCCO)[nH]c(=O)c21,i,-33
Cc1ccc2c(c1)[C@@H]1[C@H](CO2)[C@H](c2ccccc2)[C@@]2(C)C(=O)N[C@H](C)C(=O)N12,·,0
NC(=O)C1CCN(C(=O)c2cccc3ccccc23)CC1,i,-10
C/C=C/c1ccc(OCCCNCC(C)O)c(OC)c1 (stereo not given),i,-20
O=C1CC(C(=O)O)S/C(=N\NC(=O)c2ccccc2)N1 (stereo not given),i,-20
Nc1ccc(C(=O)NNC(=O)C2COc3ccccc3O2)cc1[N+](=O)[O-] (stereo not given),i,-11
Cc1cccc(NC(=O)COC(=O)c2ccc3nc(C)c(C)nc3c2)c1,·,-28
Cc1nc(S(=O)(=O)N2CCN(C3c4ccccc4-c4ccccc43)CC2)cn1C,i,-23
CCN(CC)S(=O)(=O)c1ccc(Br)c(OC)c1,i,-8
COC(=O)C/C=C/[C@@H](C)[C@@H](/C=N/OC[C@H]1O[C@H](c2ccccc2)C=C[C@@H]1Oc1ccc(OC)cc1)OC,i,-24
COc1ccccc1-n1c(SCC(=O)Nc2ccccc2C)nc(O)cc1=O,i,-14
CCOc1ccc(C(=O)Nn2cnnc2)cc1OCC,i,-1
COc1ccc(C(CNC(=O)Cc2ccccc2Cl)N2CCCCC2)cc1 (stereo not given),i,-10
O=C(O)C(F)=C1c2ccccc2-c2ccccc21,i,-4

# Structural class: the entries above containing a cyano group (five)
SMILES,CHT PAM,OX1R antagonist
CC1=NN(C(C#N)c2ccccc2C)C(C)(C)C1 (stereo not given),i,-1
CC(=O)c1ccc(OCC(C)Oc2ccc(C#N)cc2)cc1 (stereo not given),i,-3
COc1ccc(-c2nc(C#N)c(NCc3ccccc3Cl)o2)cc1OC,i,-41
N#Cc1ccc(CSc2nnc(-c3ccccc3)n2Cc2ccco2)cc1,i,-18
Cc1ccc2nc(/C(C#N)=N/O)[nH]c2c1,i,-11

# (more compounds)
SMILES,CHT PAM,OX1R antagonist
COc1cc(C(=O)N2CCC(O)(c3ccccc3)CC2)cc(OC)c1OC,i,-28
CCn1c(SCC(=O)Nc2ccccc2C)nc2nc3c(cc2c1=O)COC(C)(C)C3,i,-29
Cc1cnc(NC(=O)C2CCCO2)s1 (stereo not given),i,-5
O=C(CSc1n[nH]c(-c2ccccn2)n1)Nc1ccc(Cl)cc1,i,-35
COCC(C)NC(=O)COc1ccc(Cl)cc1Cl (stereo not given),i,-19
Cc1cccc(NC(=O)C2CCCN(S(=O)(=O)c3cccc4nsnc34)C2)n1 (stereo not given),i,-21
O=C(CSc1ccccc1C(=O)O)Nc1cccc(C(=O)O)c1,i,0
CCOC(=O)C1CCCN(C(=O)CSc2ccccc2)C1 (stereo not given),i,-5
COc1ccc(-c2nc(N)nc(C(F)(F)F)c2-c2cscn2)c(O)c1,i,-24
Cc1cc(N2CCN(C)CC2)nc2ccc(NC(=S)NCCCN3CCc4ccccc4C3)cc12,i,-9
COc1ccc(CNC(=O)CSc2ccsc2[N+](=O)[O-])cc1,i,-16
CC(C)CN1C=C2C(=O)C(C)(OC(=O)C3CCCC3)C(=O)C=C2C=C1c1ccsc1 (stereo not given),i,-10
COc1ccc(CCn2c(=N)c(C(=O)NCC3CCCO3)cc3c(=O)n4cccc(C)c4nc32)cc1 (stereo not given),i,-38
Clc1ccc(Cl)c(Oc2ccc(Oc3nc(Cl)ccc3Cl)cc2)n1,i,-7
O=C(NCCCNC(=O)c1ccc(-c2cc(Cl)ccc2Cl)o1)c1cnccn1,i,-18
CC1CN(C(=O)C2CC(=O)N(c3ccc(Cl)cc3)C2)CC(C)O1 (stereo not given),i,-5
COc1ccc(C(=O)/C=C\N2CCOCC2)cc1,i,-23
COc1ccccc1NS(=O)(=O)c1ccccc1C#N,i,1
CC(C)[C@H](NC(=O)NC1CCN(Cc2ccccc2)CC1)C(=O)O,i,5
CCOC(=O)C(NC(=O)c1ccccc1)(OCC1(CC)COC1)C(F)(F)F (stereo not given),i,-22
CCOc1ccccc1C(=O)OCC(=O)NCCc1ccc(OC)cc1,·,-1
COc1ccc(C(=O)O)nc1C,i,-13

# Compounds were not picked by outcome. About 0.8% of those tested had a hit in this group.
